Assay outcomes from PubChem BioAssay.
Bim-Bcl-XL – disrupts Bim peptide binding to human Bcl-XL; Q07817; 190,000 compounds, 0.04% hits; inhibition, % at 10 µM; bead flow cytometry, fluorescence
Bfl-1 Bim block – disrupts Bim binding to human Bfl-1; Q16548; Bead-based flow cytometry, Bim-Bfl-1 binding inhibition; inhibition, % at 10 µM; 190,000 compounds, 0.12% hits; AID 1008;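 note: 0% = wells without compound plus tracer and 100% = blocker peptide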
RGS7-Gao reg – human RGS7-Galphao interaction regulation. P09471. Multiplexed bead flow cytometry, RGS7-Galphao binding; actives lie on both sides. binding response (% of control), % at 10 µM. 220,000 compounds, 0.35% hits. AID 1439; in the data active = binding response below about 49% or above about 150%; inconclusive = no clear call, values can overlap the other calls; inactive = in between;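 note: fluorescent Galphao held in activated GDP-AlF4 state binding bead-coupled RGS7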
Bim-Bcl-2 – disrupts Bim peptide binding to human Bcl-2; P10415; Bead-based flow cytometry, Bim peptide-Bcl-2 binding; inhibition, % at 10 µM; 190,000 compounds, 0.06% hits; in the data active = inhibition above about 40%; inconclusive = no clear call, values can overlap the other calls;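 note: 0% = no compound wells with probe peptide and 100% = reference peptide inhibitor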
RGS4-Gao reg – human RGS4-Galphao interaction regulation; P09471; Multiplexed bead flow cytometry, RGS4-Galphao binding; actives lie on both sides; binding response (% of control), % at 10 µM; 220,000 compounds, 0.33% hits; AID 1415; in the data active = binding response below about 49% or above about 150%; inactive = in between;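 note: fluorescent Galphao activated with aluminum fluoride binding bead-coupled RGS4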
Bim-Bcl-W – disrupts Bim peptide binding to human Bcl-W; inhibition, % at 10 µM; bead-based flow cytometry; 190,000 compounds, 0.02% hits; Q92843;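 note: 0% = bound tracer without compound and 100% = peptide blocker; higher means less fluorescent Bim peptide bound to Bcl-W beads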
Bcl-B Bim block – human Bim-Bcl-B interaction inhibition; Q9HD36; bead-based flow cytometry, Bim peptide-Bcl-B binding; inhibition, % at 10 µM; 190,000 compounds, 0.073% hits; AID 951;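 note: 0% = tracer peptide without compound and 100% = reference inhibitor peptide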
RGS8-Gao – regulators of human RGS8-Galphao interaction. P09471. multiplexed bead flow cytometry, RGS8-Galphao binding; actives lie on both sides. response (percent of control binding), % at 10 µM. 220,000 compounds, 0.34% hits. AID 1423; in the data active = response below about 60% or above about 140%; inactive = in between;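 note: Galphao activated as the GDP aluminium fluoride complex binding bead-coupled RGS8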
ABCB1 block – blocks JC-1 efflux by human ABCB1 transporter. 190,000 compounds, 0.067% hits. AID 1326. P08183. CCRF-Adr cells, flow cytometry. inhibition, % at 6.6 µM; in the data active = inhibition above about 40%;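 note: 0% = vehicle and 100% = reference inhibitor; higher value means more JC-1 retained so stronger ABCB1 efflux block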
Mcl-1 Bim block – inhibitors of Bim-Mcl-1 interaction, human. inhibition, % at 10 µM. Bead-based flow cytometry, Bim peptide-Mcl-1 binding. 190,000 compounds, 0.1% hits. AID 1009;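 note: 0% = no compound tracer wells and 100% = peptide blocker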
ABCG2 inh – inhibitors of human ABCG2 transporter, ABCB1 counter-screen | 190,000 compounds, 0.1% hits | AID 1325 | inhibition, % at 6.6 µM | IgMXP3 cells, JC-1 efflux, flow cytometry;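 active = inhibition above 80%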;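 note: 0% = DMSO and 100% = nicardipine control wells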
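System: two drug-resistant human cell lines, ABCG2 and ABCB1; controls: nicardipine high and DMSO low controls; times: 10 min exposure at 25 °C with rotation, no wash; detection: flow cytometry of retained JC-1 fluorescence; read-out basis: percent efflux inhibition, scaled nicardipine 100% to DMSO 0%; doses: one concentration, 6.6 µM final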
The depositor's hits bear a star; ? = inconclusive. Cut-off read from the data, not from the text of the source, unless noted: active = inhibition above about 40%.

Each structure is followed by: Bim-Bcl-XL	Bfl-1 Bim block	RGS7-Gao reg	Bim-Bcl-2	RGS4-Gao reg	Bim-Bcl-W	Bcl-B Bim block	RGS8-Gao	ABCB1 block	Mcl-1 Bim block	ABCG2 inh
Cc1nc(NC(=O)COc2ccccc2)sc1C(=O)Nc1cccc(Cl)c1
  1	0	100	0	103	0	0	99	0.0	-3	1
CCOC(=O)C(Sc1ncn[nH]1)c1ccccc1 (stereo not drawn)
  -8	-21	106	-9	102	0	-4	100	0.2	-4	63
COc1ccc(CCNC(=O)CCS(=O)(=O)c2ccc(C)cc2)cc1OC
  -2	-14	98	-6	99	0	-4	100	0.9	1	3
CC(C)NC(=O)C(=O)N/N=C/c1ccco1
  -2	-11	102	-1	99	1	-1	101	0.6	0	1
COc1ccc(CN2CC(C(=O)NCCCOC(C)C)CC2=O)cc1 (stereo not drawn)
  2	-1	98	0	100	1	0	99	0.2	0	0
O=c1c2oc3ccccc3c2[nH]c(=S)n1-c1ccc(F)cc1
  -13	0	100	-7	101	-3	-39	93	-0.3	-8	3
O=C1N/C(=N/c2ccccn2)SC1Cc1ccccc1 (stereo not drawn)
  -3	-3	95	0	103	-1	-1	106	0.7	-2	3
COc1ccc2nc(SC(C(=O)c3ccccc3)c3ccccc3)nc(C)c2c1 (stereo not drawn)
  -8	-1	100	-4	101	-3	-16	101	-0.7	-6	-1
CC12CN3CC(=O)N4CC5(C)CN(CC(C)(C4)C5=O)C(=O)CN(C1)CC(C)(C3)C2=O
  -11	-10	102	-6	100	0	-2	100	0.1	1	0
C[N+](C)(C)CCOP(=O)(O)OP(=O)([O-])OC[C@H]1O[C@@H](n2ccc(N)nc2=O)[C@H](O)[C@@H]1O
  0	-3	106	1	99	0	-2	118	0.1	0	0
Nc1nc(CSCCO)nc(Nc2ccc(F)cc2)n1
  -5	-11	104	-9	103	0	-5	105	0.1	0	2
O=P(CO)(Cc1ccccc1)Cc1ccccc1
  0	0	99	3	96	2	2	98	0.2	2	0
CCOc1ccc2nc(NC(=S)N(C)C)sc2c1
  -9	21	140	-3	98	-3	-36	85	-0.3	-10	-1
COc1ccccc1CNC(=O)CCCn1c(=O)c2ccccc2n(CC(=O)NC2CCCC2)c1=O
  3	1	98	0	99	0	1	98	0.0	2	0
O=C(Nc1ccc2oc(-c3ccncc3)nc2c1)c1cccs1
  3	-1	97	2	97	1	1	97	-0.6	0	-2

Among those listed so far, these have a furan ring, fused or not:
Each structure is followed by: Bim-Bcl-XL	Bfl-1 Bim block	RGS7-Gao reg	Bim-Bcl-2	RGS4-Gao reg	Bim-Bcl-W	Bcl-B Bim block	RGS8-Gao	ABCB1 block	Mcl-1 Bim block	ABCG2 inh
CC(C)NC(=O)C(=O)N/N=C/c1ccco1
  -2	-11	102	-1	99	1	-1	101	0.6	0	1
O=c1c2oc3ccccc3c2[nH]c(=S)n1-c1ccc(F)cc1
  -13	0	100	-7	101	-3	-39	93	-0.3	-8	3

New compounds follow:
Each structure is followed by: Bim-Bcl-XL	Bfl-1 Bim block	RGS7-Gao reg	Bim-Bcl-2	RGS4-Gao reg	Bim-Bcl-W	Bcl-B Bim block	RGS8-Gao	ABCB1 block	Mcl-1 Bim block	ABCG2 inh
CCCCOC(=O)c1ccc(NC(=O)c2ocnc2C)cc1
  -13	-19	101	-15	97	-2	-10	98	10.0	-3	75
O=S(=O)(Nc1ccc(F)cc1)N1CCCCCC1
  -9	-15	99	-6	102	1	-8	100	-0.1	-3	2
CC1CCN(c2ccc(NC(=O)c3ccccc3[N+](=O)[O-])cc2)CC1
  -1	-4	107	-2	106	-2	-2	103	0.1	-1	1
COC(=O)c1ccc(C)c(NC(=O)CCNC(=O)c2ccc([N+](=O)[O-])cc2)c1
  -2	-6	101	-4	103	-4	-5	100	0.8	46*	36
COC(=O)c1cccc(NC(=O)CN(c2ccc3c(c2)OCO3)S(C)(=O)=O)c1C
  -6	-16	107	-6	104	0	-8	103	0.7	-3	10
Clc1ccc(CN2CCC(Cc3ccccc3)CC2)cc1
  -5	-12	101	-8	102	-7	-11	102	0.1	-6	0
Clc1ccc(SCCN2CCNCC2)cc1
  0	0	103	0	98	-4	-2	100	-0.1	0	1
COc1ccc(OC)c(NC(=O)CCC(=O)Nc2nnc(C(F)(F)F)s2)c1
  -8	-14	98	-6	101	-1	-5	100	0.2	-1	0
Cc1cc(NC(=O)c2ccc(S(=O)(=O)Nc3ccccc3)cc2)no1
  -2	-11	98	-4	102	2	-3	101	0.2	2	2
O=C(Nc1ccc(Cl)cc1)/C(=C/c1ccc([N+](=O)[O-])cc1)c1nc2ccccc2s1
  -3	-5	105	-1	99	1	-5	96	-0.6	-2	0
O=C(O)c1ccc2c(c1)C(=O)N(NC(=O)c1ccccc1)C2=O
  -2	-6	100	1	99	2	-2	104	0.1	3	0
COc1cc(S(=O)(=O)N2CCOCC2)ccc1NC(=O)COC(=O)CC12CC3CC(CC(C3)C1)C2
  0	-1	98	-3	96	0	-4	92	0.8	2	3
COC(=O)CCC(=O)Nc1sc2c(c1C#N)CCCC2
  6	-11	92	-7	86	0	-8	92	-0.1	-2	1
Cc1c(Cl)cccc1NC(=O)CNC(=O)c1ccc(F)cc1
  -12	-15	91	-3	95	-10	-11	95	0.1	-7	0
CC(C)[C@H](NC(=O)c1ccc(F)cc1)C(=O)OCC(=O)NC(=O)c1cccn1C
  -8	-5	92	-4	88	-5	-8	98	0.5	-6	11
COc1cc(OC)cc(-c2nc3ccccc3s2)c1
  1	0	99	1	103	3	2	100	0.8	1	5
Cc1ccc(NC(=O)N2CCC(C(=O)NCc3ccc(F)cc3)CC2)cc1
  -8	-15	105	-10	105	-5	-14	103	1.4	-5	40
Cc1ccc(/C=C/C(=O)c2cc(Br)ccc2OC(=O)c2ccco2)cc1
  0	0	100	1	99	0	0	99	1.0	0	4
C=CCc1c(OC(C)=O)c2ccccc2n(C)c1=O
  -9	-8	105	-13	106	-4	-13	104	-0.7	-5	1
C=CCn1c(SCC(=O)c2cc(C)n(CC3CCCO3)c2C)nnc1-c1ccccc1 (stereo not drawn)
  -1	-1	102	-1	102	-2	-1	104	1.6	-4	9
Cc1ccc(Cn2ncc(C)c2N)o1
  0	-3	109	2	105	-1	-5	107	0.6	4	2
CNc1nc(-c2ccc3c(c2)CCN3C(=O)c2ccc(F)cc2)cs1
  -2	0	100	-1	103	0	-9	102	0.8	0	16
CC(C)c1ccc2oc(-c3ccc(NC(=O)c4ncn[nH]4)cc3)nc2c1
  -4	0	100	-2	97	-5	-6	102	-0.4	-6	-3
CCCCn1c(CN2CCN(C(=O)c3ccco3)CC2)nc2c1c(=O)n(C)c(=O)n2C
  -4	-11	101	-5	99	-1	-4	101	0.3	-1	0
CCOC(=O)Cc1csc(NC(=O)COc2ccccc2OCC)n1
  -3	-1	111	0	114	-1	-3	113	0.7	-1	3
Cc1cc(C)n(-c2nnc(Cl)c3ccccc23)n1
  -1	-3	98	1	98	0	-3	99	0.2	-1	2
COc1ccc2c(c1)O[C@@H](c1cccc(C(F)(F)F)c1)[C@H](O)C2=O
  0	3	106	0	111	4	2	129	0.6	0	6
O=C(COC(=O)c1cnccn1)c1ccc(OC(=O)c2ccccc2)cc1
  1	5	106	10	119	3	3	102	0.1	4	0
Cc1cc(C)cc(NC(=O)C2CCCN(c3nccc(C)n3)C2)c1 (stereo not drawn)
  -6	-11	101	-11	99	-1	-7	101	0.4	0	4
CCn1c(N)c(Br)c(=O)[nH]c1=O
  -2	-4	?	-4	103	0	-5	101	0.7	0	-1
O=[N+]([O-])c1ccc(Cl)c(/C=N/N2CCN(Cc3ccccc3Cl)CC2)c1
  -3	-8	95	-3	98	4	-5	101	0.3	2	0
COc1ccc(Nc2nc(N3CCCCC3)c3ccccc3n2)cc1
  0	-4	85	4	87	6	-2	93	1.7	5	4
Cc1noc(C)c1COC(=O)c1ccc2c(c1)OCO2
  -4	-3	90	-3	89	-4	-4	96	0.6	-2	4
CC(=O)c1cnn(-c2nc3c(C)cccc3s2)c1C
  0	0	95	0	102	0	0	103	0.4	0	1
O=C1OC2(CCCCC2)OC(=O)C1=CNc1nc2ccccc2s1
  -5	-13	96	-6	98	1	-6	98	-0.2	-2	0
CCO[C@H]1OC(C(=O)NC2CC2)=C[C@@H](c2csc3ccccc23)[C@@H]1CCCO
  -8	-1	100	-3	101	-5	1	97	0.4	-6	2
CCCOc1ccc(Cc2nn3c(=O)/c(=C/c4ccco4)sc3nc2=O)cc1
  -5	-8	95	-8	92	-1	-16	96	0.4	-4	3
CC(=O)Nc1nc(-c2cc([N+](=O)[O-])cs2)cs1
  -1	-4	134	0	108	0	-3	101	0.3	0	2
Cc1ccc(Nc2cc(-n3nc(C)cc3C)ncn2)cc1
  -1	-4	103	-8	101	1	-7	110	-0.2	-1	0
Cc1c(Cl)cccc1NC(=S)N(Cc1ccccc1)Cc1cccnc1
  -1	0	?	-2	100	-4	-1	98	2.1	-5	3
CCCN1Cc2cccc(C(=O)Nc3ccc4c(c3)OCO4)c2C1=O
  -7	-22	93	-13	93	0	-9	94	5.2	-3	41
CC(C(=O)Nc1ccc2c(c1)OCCO2)c1ccc([N+](=O)[O-])cc1 (stereo not drawn)
  -6	-11	100	-9	101	-5	-7	101	1.1	-6	7
COC(=O)CSc1nc2c(c(C3CC=CCC3)c1C#N)CCC2 (stereo not drawn)
  -1	3	91	8	92	0	0	93	1.1	3	7
CC1CC(C)CN(C(=O)Cn2c(=O)n(CCCCC(=O)NC3CCCC3)c(=O)c3ccccc32)C1 (stereo not drawn)
  5	-8	96	-2	101	0	-7	98	0.6	1	1
COC(=O)c1ccc(COc2cc(O)c3c(c2)OC(C)(C)CC3=O)cc1
  -3	-11	102	-7	104	4	-6	102	0.4	0	55
Cc1ccc(N(CC(=O)Nc2c(C)n(C)n(-c3ccccc3)c2=O)S(C)(=O)=O)cc1C
  0	3	102	3	84	-2	-2	89	0.9	0	5
O=C(NC1=NCCS1)C1Cc2ccccc2CN1C(=O)c1ccccc1 (stereo not drawn)
  -6	-16	100	-11	101	1	-5	101	0.4	-1	1
Oc1ccc(/C=N/Nc2ccc(C(F)(F)F)cn2)cc1
  1	-5	?	-2	103	0	-2	100	0.6	0	11
COc1ccccc1/C=C(/C(=O)NCCCn1ccnc1)c1ccccc1
  -3	-4	101	0	102	0	-2	101	1.6	0	7
COC(=O)c1ccccc1NC(=O)Oc1ccc(C(C)C)cc1
  -4	1	107	-1	110	-4	-3	107	0.0	-2	1
Cc1ccccc1NC(=O)c1nc2nccc(C)n2n1
  -3	-11	101	-1	104	-4	-3	108	0.4	-2	1
CCn1cc(C(=S)N2CCC(C(N)=O)CC2)c2ccccc21
  -1	-6	102	-1	105	0	-4	102	2.1	0	15
C1CCN(c2nc3nonc3nc2N2CCCCC2)CC1
  -9	-16	104	-9	101	0	-9	102	1.0	-5	4
